Screening results as filed in PubChem.
A340 absorber: absorbance at 340 nm | compound absorbance at 340 nm, fold over control | fold change at 10 µM | 65,000 tested, under 10 active | AID 708;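 active = at 10 µM dose, initial 340 nm absorbance at least 2 fold that of control wells; inactive = change under 2 fold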;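 also: initial absorbance extrapolated from kinetic A340 decline of NADH oxidation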
JNK3 inh: JNK3 (human) kinase inhibition | P53779 | 0.61% of 60,000 active | AID 746 | inhibition, % at 8 µM | purified JNK3 kinase activity, HTS; in the data active = inhibition above about 17%;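 also: 0% = DMSO and 100% = reference inhibitor; many of its hits are not listed in these tables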
Target sequence (P53779 whole entry, looked up): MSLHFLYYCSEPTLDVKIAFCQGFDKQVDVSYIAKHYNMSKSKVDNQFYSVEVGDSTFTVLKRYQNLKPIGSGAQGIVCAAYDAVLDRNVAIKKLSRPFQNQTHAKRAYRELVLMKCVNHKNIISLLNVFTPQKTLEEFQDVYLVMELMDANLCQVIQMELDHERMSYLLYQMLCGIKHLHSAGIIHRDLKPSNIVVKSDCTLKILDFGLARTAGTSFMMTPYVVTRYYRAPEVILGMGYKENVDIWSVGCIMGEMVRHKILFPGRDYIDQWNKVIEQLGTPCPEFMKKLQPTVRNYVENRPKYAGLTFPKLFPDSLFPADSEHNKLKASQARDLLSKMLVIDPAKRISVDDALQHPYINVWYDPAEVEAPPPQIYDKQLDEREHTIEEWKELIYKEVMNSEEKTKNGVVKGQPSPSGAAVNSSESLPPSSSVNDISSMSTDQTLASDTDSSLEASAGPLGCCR
Cdc25B block: inhibitors of human Cdc25B phosphatase | recombinant Cdc25B, OMFP fluorescence Ex485/Em525 | inhibition, %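 (compounds tested at 10 µM final in the well)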 | 0.1% of 65,000 active | AID 368; in the data active = inhibition above about 50%
Target sequence (P30305 whole entry, looked up): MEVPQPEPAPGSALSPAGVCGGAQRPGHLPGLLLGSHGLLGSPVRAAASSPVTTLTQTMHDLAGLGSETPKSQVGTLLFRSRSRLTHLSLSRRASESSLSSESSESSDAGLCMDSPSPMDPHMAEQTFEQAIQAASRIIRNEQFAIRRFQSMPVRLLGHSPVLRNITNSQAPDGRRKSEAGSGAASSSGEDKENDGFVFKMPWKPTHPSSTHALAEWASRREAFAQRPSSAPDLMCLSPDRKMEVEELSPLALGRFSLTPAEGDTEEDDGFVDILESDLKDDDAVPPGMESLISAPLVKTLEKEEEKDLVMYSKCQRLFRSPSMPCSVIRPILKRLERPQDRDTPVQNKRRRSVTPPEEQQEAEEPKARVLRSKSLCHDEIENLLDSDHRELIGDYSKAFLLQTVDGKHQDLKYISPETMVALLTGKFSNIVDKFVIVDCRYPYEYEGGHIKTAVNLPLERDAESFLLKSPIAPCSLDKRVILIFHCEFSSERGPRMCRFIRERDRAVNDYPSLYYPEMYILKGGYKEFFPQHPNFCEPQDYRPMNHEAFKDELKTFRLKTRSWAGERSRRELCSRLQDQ
ROCK2 blocker: inhibitors of human Rho kinase 2; O75116; purified ROCK2, Kinase-Glo ATP depletion luminescence; inhibition, % at 6 µM; 0.35% of 60,000 active; AID 604;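 active = inhibition above the screen-wide mean inhibition plus 3 SD, cut at about 18% in these data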;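 also: plate controls were DMSO wells for no effect and Y-27632 control wells after no-enzyme background subtraction for full effect; many of its hits are not listed in these tables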
HER2 expr 66K: inhibitors of human Her2 kinase expression; SKBR-3 HER2 protein level, AlphaScreen, 18-24 h; active compounds read low; AID 645; 0.69% of 65,000 active; HER2 level % of control, % at 10 µM;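 active = HER2 level under 5% of the carrier-only control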;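 also: 100% = DMSO carrier and 0% = 500 nM PU-H71 HSP90 inhibitor; lower value means stronger loss of Her2 protein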
Hsp90 block: displaces geldanamycin probe from tumor Hsp90; 0.35% of 64,000 active; inhibition, % at 30 µM; P07900; AID 429; NCI-N417 lysate Hsp90, Cy3B-geldanamycin FP displacement;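 active = inhibition above 50%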;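 also: 0% = tracer plus lysate wells and 100% = tracer alone without lysate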
Autofluor 339: intrinsic fluorescence of library compounds, ex339/em460 – biochemical, MLSMR library, data from DPM-DC assay, artefact control, profiling panel; compound autofluorescence, ex339/em460 nm, NADH buffer; active compounds read high; 1 = no-compound wells, NADH background; fluorescence fold increase at 10 µM; 5.5% of 65,000 active; AID 709;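 active = at 10 µM, mean starting fluorescence two-fold or more over control wells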;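 also: signal is the first read of a kinetic run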
DUSP1 inh: human dual specificity phosphatase 1 inhibition. P28562. recombinant MKP-1, OMFP hydrolysis fluorescence. inhibition, %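 (compounds tested at a single concentration somewhere between 10 and 100 µM)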. 0.15% of 65,000 active;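 active = inhibition above about 50%, limit read from the data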;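 also: 0% = DMSO max control wells and 100% = wells with enzyme stopped by NaOH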
PKA inh: PKA (human) kinase inhibition | AID 524 | P17612 | PKA Kemptide phosphorylation, Kinase-Glo ATP luminescence | 0.1% of 65,000 active | inhibition, % at 6 µM;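 active = inhibition above the screen-wide mean inhibition plus 3 SD, cut at about 21% in these data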; also: many of its hits are not listed in these tables
The depositor's hits bear a star. An excerpt. The share of hits here may be higher or lower than overall.

The first 6 entries as a preview:
CCOC(=O)N1CCN(S(=O)(=O)c2c(C)nn(C)c2C)CC1 was read as A340 absorber 1, JNK3 inh -10, Cdc25B block -10, ROCK2 blocker 4, HER2 expr 66K 68, Hsp90 block 0, Autofluor 339 1.1, DUSP1 inh 13 and PKA inh 11.
For COc1ccc(CC(=O)n2c(CC#N)nc3ccccc32)cc1OC the results were A340 absorber 1.1, JNK3 inh -1, Cdc25B block 10, ROCK2 blocker 1, HER2 expr 66K 79, Hsp90 block -5, Autofluor 339 1, DUSP1 inh -16 and PKA inh 2.
For Cn1c(=O)c2cc(S(=O)(=O)Nc3ccc4c(c3)OCO4)ccc2n(C)c1=O the results were A340 absorber 1, JNK3 inh 3, Cdc25B block -3, ROCK2 blocker 5, HER2 expr 66K 149, Hsp90 block -1, Autofluor 339 1, DUSP1 inh -4 and PKA inh 7.
CCc1cccc2c(C#N)cn(CC(=O)NCc3ccco3)c12 was read as A340 absorber 1, JNK3 inh 0, Cdc25B block -13, ROCK2 blocker 5, HER2 expr 66K 122, Hsp90 block -6, Autofluor 339 1.1, DUSP1 inh 14 and PKA inh 6.
Screening O=C(c1ccc(Br)s1)N1CCN(Cc2ccc3c(c2)OCO3)CC1 returned A340 absorber 1, JNK3 inh 4, Cdc25B block -5, ROCK2 blocker 9, HER2 expr 66K 123, Hsp90 block -3, Autofluor 339 1.1, DUSP1 inh 10 and PKA inh 10.
Screening COc1ccc(Cl)cc1S(=O)(=O)n1ccnc1C(C)C returned A340 absorber 1, JNK3 inh -1, Cdc25B block -1, ROCK2 blocker 5, HER2 expr 66K 81, Hsp90 block -3, Autofluor 339 1.1, DUSP1 inh 3 and PKA inh 6.

The list itself, previewed entries included:
CCOC(=O)N1CCN(S(=O)(=O)c2c(C)nn(C)c2C)CC1 was read as A340 absorber 1, JNK3 inh -10, Cdc25B block -10, ROCK2 blocker 4, HER2 expr 66K 68, Hsp90 block 0, Autofluor 339 1.1, DUSP1 inh 13 and PKA inh 11.
For COc1ccc(CC(=O)n2c(CC#N)nc3ccccc32)cc1OC the results were A340 absorber 1.1, JNK3 inh -1, Cdc25B block 10, ROCK2 blocker 1, HER2 expr 66K 79, Hsp90 block -5, Autofluor 339 1, DUSP1 inh -16 and PKA inh 2.
For Cn1c(=O)c2cc(S(=O)(=O)Nc3ccc4c(c3)OCO4)ccc2n(C)c1=O the results were A340 absorber 1, JNK3 inh 3, Cdc25B block -3, ROCK2 blocker 5, HER2 expr 66K 149, Hsp90 block -1, Autofluor 339 1, DUSP1 inh -4 and PKA inh 7.
CCc1cccc2c(C#N)cn(CC(=O)NCc3ccco3)c12 was read as A340 absorber 1, JNK3 inh 0, Cdc25B block -13, ROCK2 blocker 5, HER2 expr 66K 122, Hsp90 block -6, Autofluor 339 1.1, DUSP1 inh 14 and PKA inh 6.
Screening O=C(c1ccc(Br)s1)N1CCN(Cc2ccc3c(c2)OCO3)CC1 returned A340 absorber 1, JNK3 inh 4, Cdc25B block -5, ROCK2 blocker 9, HER2 expr 66K 123, Hsp90 block -3, Autofluor 339 1.1, DUSP1 inh 10 and PKA inh 10.
Screening COc1ccc(Cl)cc1S(=O)(=O)n1ccnc1C(C)C returned A340 absorber 1, JNK3 inh -1, Cdc25B block -1, ROCK2 blocker 5, HER2 expr 66K 81, Hsp90 block -3, Autofluor 339 1.1, DUSP1 inh 3 and PKA inh 6.
Screening CCC(CC)C(=O)N(c1ccc(F)cc1)C1C=CS(=O)(=O)C1 (stereo not drawn) returned A340 absorber 0.99, JNK3 inh -3, Cdc25B block -5, ROCK2 blocker 2, HER2 expr 66K 88, Hsp90 block -2, Autofluor 339 1.1, DUSP1 inh 2 and PKA inh 2.
`COc1ccccc1CN(CC(=O)NCc1ccco1)C(=O)CNS(=O)(=O)c1ccc(C)cc1` gave A340 absorber 1, JNK3 inh -2, Cdc25B block 0, ROCK2 blocker 4, HER2 expr 66K 78, Hsp90 block 2, Autofluor 339 1.1, DUSP1 inh -2 and PKA inh 9.
`O=C(Nc1ccc(-c2noc(-c3cccs3)n2)cc1)c1cccnc1` gave A340 absorber 1, JNK3 inh 6, Cdc25B block -6, ROCK2 blocker -2, HER2 expr 66K 97, Hsp90 block 0, Autofluor 339 1.1, DUSP1 inh 13 and PKA inh 3.
O=P(CCC(F)(F)F)(CCC(F)(F)F)CCC(F)(F)F was read as A340 absorber 1, Cdc25B block -11, HER2 expr 66K 73, Autofluor 339 1.1 and DUSP1 inh 9.
`Cn1nnnc1SCC(=O)Nc1c(Cl)cccc1Cl` gave A340 absorber 1, JNK3 inh 2, Cdc25B block -10, ROCK2 blocker -1, HER2 expr 66K -20*, Hsp90 block -2, Autofluor 339 1, DUSP1 inh 6 and PKA inh 7.
For NC(=O)Nn1c(CCC(=O)O)ccc1-c1ccc(Br)cc1 the results were A340 absorber 1, JNK3 inh -2, Cdc25B block -14, ROCK2 blocker 5, HER2 expr 66K 98, Hsp90 block -7, Autofluor 339 1.2, DUSP1 inh 2 and PKA inh 1.
CC(C)c1ccc(OCc2nc(-c3ccccn3)no2)c(Br)c1 was read as A340 absorber 1.1, JNK3 inh -2, Cdc25B block 5, ROCK2 blocker -5, HER2 expr 66K 61, Hsp90 block -4, Autofluor 339 1.1, DUSP1 inh 11 and PKA inh -4.
`Cc1ccc(-c2csc(NC(=O)c3cccc(N4C(=O)CCC4=O)c3)n2)o1` gave A340 absorber 1.1, JNK3 inh 3, Cdc25B block -6, ROCK2 blocker -8, HER2 expr 66K 94, Hsp90 block 2, Autofluor 339 1.1, DUSP1 inh 36 and PKA inh 0.
Cc1ccc(C)c(Cn2c(=O)c3c(nc4n3CCN4Cc3ccco3)n(C)c2=O)c1 was read as A340 absorber 1, JNK3 inh -5, Cdc25B block -2, ROCK2 blocker 0, HER2 expr 66K 98, Hsp90 block -5, Autofluor 339 1.1, DUSP1 inh 7 and PKA inh -2.
For O=C(NC1CCCCCC1)C1CCN(S(=O)(=O)c2cccc3cccnc23)CC1 the results were A340 absorber 1, JNK3 inh -7, Cdc25B block -10, ROCK2 blocker 3, HER2 expr 66K 98, Hsp90 block -3, Autofluor 339 1.1, DUSP1 inh 32 and PKA inh 7.
Screening Brc1[nH]nc2ccccc12 returned A340 absorber 1, Cdc25B block -2, HER2 expr 66K 104, Autofluor 339 1.1, DUSP1 inh 4 and PKA inh 4.
Cn1cccc1CNC(=O)Nc1ccc(Cl)cc1 was read as A340 absorber 1.1, JNK3 inh -10, Cdc25B block -9, ROCK2 blocker -2, HER2 expr 66K 87, Hsp90 block -1, Autofluor 339 1.1, DUSP1 inh 9 and PKA inh 4.
Screening CCc1c(C(=O)NCc2ccccc2Cl)[nH]c(C)c1C(C)=O returned A340 absorber 0.99, JNK3 inh 9, Cdc25B block 27, ROCK2 blocker 2, HER2 expr 66K 75, Hsp90 block -3, Autofluor 339 1.1, DUSP1 inh -5 and PKA inh 4.
Cc1ccc(C(c2nnnn2CC2CCCO2)N2CCN(C(=O)c3ccco3)CC2)cc1 (stereo not drawn) was read as A340 absorber 0.97, JNK3 inh -2, Cdc25B block -10, ROCK2 blocker 7, HER2 expr 66K 118, Hsp90 block -2, Autofluor 339 0.83, DUSP1 inh 8 and PKA inh 9.
`CCCCNC(=O)CC1N=C2c3ccccc3N=C(SCC(=O)Nc3ccccc3OC)N2C1=O` (stereo not drawn) gave A340 absorber 1, JNK3 inh 3, Cdc25B block -8, ROCK2 blocker 4, HER2 expr 66K 79, Hsp90 block 1, Autofluor 339 1.2, DUSP1 inh 31 and PKA inh 11.
C/C(Cl)=C/Cn1c(SCC(C)C)nc2c1c(=O)[nH]c(=O)n2C was read as A340 absorber 1, JNK3 inh 5, Cdc25B block -10, ROCK2 blocker 1, HER2 expr 66K 103, Hsp90 block -2, Autofluor 339 1.1, DUSP1 inh -5 and PKA inh 3.
`COCCCNC(=O)CN(c1ccc(OC)cc1)S(=O)(=O)c1ccc(NC(C)=O)cc1` gave A340 absorber 1, Cdc25B block -11, HER2 expr 66K 91, Autofluor 339 1.1 and DUSP1 inh 4.
For CCn1c(SCCC(=O)O)nnc1-c1cccnc1 the results were A340 absorber 0.97, JNK3 inh -3, Cdc25B block 5, ROCK2 blocker 4, HER2 expr 66K 99, Hsp90 block 2, Autofluor 339 1.1, DUSP1 inh -27 and PKA inh 3.
`Cc1ccc(-c2c(C)c(-c3ccc(F)cc3)nc(N)c2C#N)o1` gave A340 absorber 1.1, JNK3 inh -2, Cdc25B block 2, ROCK2 blocker 5, HER2 expr 66K 85, Hsp90 block -4, Autofluor 339 3*, DUSP1 inh -9 and PKA inh 2.
`COCCNC(=O)C1CCCN(c2nn3c(=O)cc(C)nc3s2)C1` (stereo not drawn) gave A340 absorber 1, JNK3 inh -4, Cdc25B block -2, ROCK2 blocker 2, HER2 expr 66K 103, Hsp90 block -3, Autofluor 339 1, DUSP1 inh 4 and PKA inh -1.
CCC(=O)Nc1ccc2oc(-c3ccccc3Br)nc2c1 was read as A340 absorber 1, JNK3 inh -2, Cdc25B block -6, ROCK2 blocker 0, HER2 expr 66K 129, Hsp90 block -1, Autofluor 339 1.9, DUSP1 inh 10 and PKA inh -2.
CC1CCCCN1Cc1nc2c(c(=O)n(C)c(=O)n2C)n1Cc1c(F)cccc1Cl (stereo not drawn) was read as A340 absorber 1, JNK3 inh 1, Cdc25B block 3, ROCK2 blocker 0, HER2 expr 66K 80, Hsp90 block 0, Autofluor 339 1, DUSP1 inh 4 and PKA inh -7.
CC(=O)c1c(C(C)=O)c(C)n(-c2ccc(C(=O)O)cc2)c1C was read as A340 absorber 1, JNK3 inh -2, Cdc25B block -2, ROCK2 blocker 4, HER2 expr 66K 117, Hsp90 block -1, Autofluor 339 1.1, DUSP1 inh 6 and PKA inh 5.
For CCn1c(-c2cccc(Cl)c2)n[nH]c1=S the results were A340 absorber 1, JNK3 inh 4, Cdc25B block -7, ROCK2 blocker 5, HER2 expr 66K 110, Hsp90 block -2, Autofluor 339 1.2, DUSP1 inh 7 and PKA inh 7.
Screening CC(=O)Oc1ccc2c(c1)c(C(C)=O)c(C)n2C returned A340 absorber 1, JNK3 inh -1, Cdc25B block -11, ROCK2 blocker 14, Hsp90 block -6, Autofluor 339 1.1, DUSP1 inh 1 and PKA inh 9.
`O=C(NCc1ccc(N2CCCC2=O)cc1)c1cnccn1` gave A340 absorber 1, Cdc25B block 3, HER2 expr 66K 77, Hsp90 block -5, Autofluor 339 1.2, DUSP1 inh 0 and PKA inh 4.
Screening Cc1cccc(N2CCN(C(=O)c3cc4c(=O)n(C)c5ccccc5c4n3C)CC2)c1C returned A340 absorber 1, JNK3 inh -2, Cdc25B block 1, ROCK2 blocker 4, HER2 expr 66K 74, Hsp90 block -4, Autofluor 339 1.1, DUSP1 inh -7 and PKA inh 5.
`Cc1cc(=O)oc2c(CN3CCCCC3)c(O)c(Cl)cc12` gave A340 absorber 1.1, JNK3 inh -3, Cdc25B block -21, ROCK2 blocker 3, HER2 expr 66K 69, Hsp90 block 1, Autofluor 339 2.4*, DUSP1 inh 6 and PKA inh 1.
COc1ccc(C(=O)CSc2nnc(COc3ccc(C#N)cc3)n2-c2ccccc2)cc1 was read as A340 absorber 1, JNK3 inh 4, Cdc25B block -14, ROCK2 blocker 5, HER2 expr 66K 94, Hsp90 block -5, Autofluor 339 1.1, DUSP1 inh 37 and PKA inh 8.
`COCCCNC(=O)c1ccccc1NS(C)(=O)=O` gave A340 absorber 1.1, JNK3 inh 7, Cdc25B block -7, ROCK2 blocker 7, HER2 expr 66K 107, Hsp90 block -2, Autofluor 339 3.4*, DUSP1 inh 0 and PKA inh 5.
